Screening data from PubChem.
Eya2 inh – Eya2 (human) phosphatase inhibition; Potency, µM (titrated, usually from 76.9 µM), for the others: at the top dose activity, negative = inhibition, most hits filed as inhibitors; 330,000 tested, 0.006% active; AID 488837; O00167; recombinant Eya2, OMFP fluorescence dephosphorylation (OMFP is methylfluorescein phosphate); further: potency means the concentration at half of the fitted maximal effect; on the % scale 0 is the no-effect control and ±100 the full control effect
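Eya2 (0.2 uM) preincubated 10 min at ambient with compound, then OMFP substrate added at 50 uM; 10 min reaction in 50 mM HEPES pH 7.5, 50 mM NaCl, 5 uM MgCl2, 0.05% BSA, 1 mM DTT. Fluorescence read at Ex 485/Em 525 nm.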
Mito fusion yeast – mitochondrial division inhibition or fusion activation. S. cerevisiae fusion-defective mutant growth rescue, CellTiterGlo 48 h. Potency, µM (doses to about 46.1 µM), for the others: at the top dose growth rescue (activation), actives largely listed as activators. 320,000 tested, 0.23% active. AID 485298;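 further: potency means the concentration at half of the fitted maximal effect; % of control where 0% means no effect; nearly all actives have a fitted effect of over 45% in size; temperature-sensitive fusion mutants such as fzo1-1 at 37 °C on non-fermentable ethanol glycerol medium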
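Luminescent cell viability in 1536-well qHTS format served as the measure of rescued growth in ts fusion-mutant S. cerevisiae cultured on non-fermentable YPEG for 48 hours at 37C.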
TCR act – activates T cell receptor signaling; primary human leukocytes, anti-CD3, IL-2 HTRF, 48 h; Potency, µM (titrated, usually from 9.22 µM), inactives show at the highest dose activation of IL-2 secretion, actives largely listed as activators; 330,000 tested, under 10 active; AID 504894; further: % of control where 0% means no effect
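IL-2 release read by HTRF sandwich (Eu cryptate donor, d2 acceptor, 665 nm emission) after 48 hr exposure of primary human leukocytes to compound together with anti-CD3 beads in the absence of co-stimulatory signals.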
a7 integrin act – activates integrin-mediated alleviation for muscular dystrophy; alpha7betagal myoblasts, beta-gal FDG fluorescence, 48 h; AID 624291; Potency, µM (series often up to 38.3 µM), for the others: at the highest dose activation, actives largely listed as activators; 350,000 tested, 0.064% active;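 further: potency means the concentration at half of the fitted maximal effect; 100% = response of the positive control SU9516; nearly all actives have a fitted effect of over 60% in size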
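alpha7betagal+/- myoblasts (passage 13, 250/well) treated 48 h at 37C with compounds at 1:260 dilution of DMSO stock. Lysed, then beta-galactosidase activity read as FDG fluorescence (ex 480/em 540) after 30 min, with pre-read for autofluorescence.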
TSHR antag – human thyrotropin receptor antagonism; activity change, negative = inhibition, % at 11.5 µM; TSHR-expressing cells, TSH-stimulated cAMP HTRF, 2 h; active compounds read low; 330,000 tested, 0.2% active;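 active means activity change below a set negative limit, meaning inhibition stronger than a set level, cut at about -70% in these data; inconclusive means activity change between two set negative limits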; further: on the % scale 0 is the no-effect control and ±100 the full control effect
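Competitive HTRF cAMP read-out (cryptate anti-cAMP antibody, cAMP-d2; 30 min, room temperature) in freshly harvested TSHR cells. Compounds added before TSH at EC80 (4nM final), followed by 2 hours' incubation at 37 deg C.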
S-ASM inh – blocks human secretory acid sphingomyelinase. P17405. AID 504937. Potency, µM (series often up to 57.5 µM), without a hit: at the highest dose activity change, negative = inhibition, most hits filed as inhibitors. placental ASM, HMU-PC fluorogenic substrate, 60 min. 340,000 tested, 0.006% active; further: potency means the concentration at half of the fitted maximal effect
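Fluorogenic HMU-PC substrate (9 uM final) is turned over by placental ASM in 60 min at 37 C after a 10 min compound preincubation. Reaction ended by alkaline stop (pH 10), with fluorescence read at 386/447 nm.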
Chronic BCR inh – inhibitors of chronic active B-cell receptor signaling | AID 493014 | Potency, µM (titrated, usually from 46.1 µM), inactives show at the highest dose ratio change, negative = lower green/red ratio, hits mostly inhibitors | ABC-DLBCL IkBa-CBG/CBR reporter, luminescence ratio, 4 h | 340,000 tested, 0.05% active; active means well fitted inhibition curve with a large enough effect in the signal ratio, with a control signal flat, not every such curve was filed as active; inconclusive means small, poorly fitted or top-dose-only effect, or effect the other way, or a change in a side signal; the % refers to the signal ratio;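 further: potency means the concentration at half of the fitted maximal effect; plate controls were basal doxycycline-induced cells for no effect and cells given 10 µM MG132 for full effect; MG132 reads +100%, hits lower the ratio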
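Cell line TMD8 (human ABC DLBCL), stably expressing tet-inducible CBG68-IkBa fusion and CBR; IMDM/0.5% FBS; cpd up to 46 uM; dox induction, 4 h, 37C/5% CO2; dual luminescence; green/red ratio; MG132 control.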
Starred values were filed as active, the others as inactive; ? = inconclusive; . = no result given; [ ] = remark or other dose. Unless noted, the call rests on the fitted dose curve; in most records, active means well fitted curve in the direction sought with a large enough effect; inconclusive means small, poorly fitted or top-dose-only effect, or another doubt; inactive means no such curve, though single readings can be large; an effect the other way counts as inactive or inconclusive. Not all compounds are listed, so the mix of outcomes need not match the whole.

| SMILES | TSHR antag | Mito fusion yeast | S-ASM inh | Eya2 inh | Chronic BCR inh | TCR act | a7 integrin act |
| --- | --- | --- | --- | --- | --- | --- | --- |
| COc1ccc(/C=C2\SC(=S)N(CCC(=O)N3CCOCC3)C2=O)cc1OC | . | . | . | . | . | . | 25.0% |
| C[C@@H]1CN([C@@H](C)CO)C(=O)CCCn2nncc2CO[C@H]1CN(C)C(=O)CCC(F)(F)F | . | . | . | . | . | . | 1.9% |
| CCCCCCN1C[C@@H](n2cc(C3CC3)nn2)[C@H](O)C[C@@H]1c1ccc(C)cc1 | . | . | . | . | . | . | -18.4% |
| COc1cccc(S(=O)(=O)N(C)C[C@@H]2OCc3cnnn3CCCC(=O)N([C@H](C)CO)C[C@@H]2C)c1 | . | . | . | . | . | . | -11.2% |
| CC(=O)c1cc2c(cc1NC(=O)CSc1ncccn1)OCO2 | . | . | . | . | . | . | 4.6% |
| Cc1cccc(-c2nnc(C(C)Nc3cccc(C(=O)NC4CC4)c3)o2)c1 (centres undefined) | . | . | . | . | . | . | 3.7% |
| CCn1c(=N)n(CCOc2ccc(Br)cc2)c2ccccc21 | . | -3.8% | . | . | ? | . | . |
| Cc1ccc(-n2nc3cc(C)c(NC(=O)COc4ccccc4)cc3n2)cc1 | . | -1.1% | . | . | 15.8% | . | . |
| CCCC12CN3CC(CCC)(CN(C1)C3c1ccccc1)C2=O (centres undefined) | . | 3.4% | . | . | 5.6% | . | . |
| CCN(CC)c1ccc(NC(=O)CN2CCN(S(=O)(=O)c3ccc(C(C)C)cc3)CC2)cc1 | . | -1.8% | . | . | -6.9% | . | . |
| CCC12CN3CC(CC)(CN(C1)C3c1c[nH]c3ccccc13)C2=O (centres undefined) | . | 14.6% | . | . | 13.7% | . | . |
| CCOC(=O)c1ccc(NC(=O)CSc2ccc3ccccc3n2)cc1 | . | -6.0% | . | . | ? | . | . |
| CCn1c2ccccc2c2nnc(SCC(=O)Nc3ccccc3OC)nc21 | . | 2.0% | . | . | 2.7% | . | . |
| O=C(CSc1nccn1C1CCCC1)Nc1ccccc1 | . | 3.8% | . | . | -1.3% | . | . |
| COc1ccc(Cl)cc1S(=O)(=O)N1CCN(CC(=O)Nc2ccccc2C(F)(F)F)CC1 | . | -7.2% | . | . | -5.7% | . | . |
| COc1ccc(NC(=O)c2c(NCc3cccs3)sc3c2CCCC3)c(OC)c1 | . | -8.0% | . | . | ? | . | . |
| Cc1cccc(C(=O)NC(=O)Nc2ccc(-c3cc(C(F)(F)F)nn3-c3ccccc3)cc2)c1 | . | -4.4% | . | . | 16.9% | . | . |
| CCN(CC)CCCNc1oc(-c2ccc(OC)cc2)nc1C#N | . | -4.3% | . | . | 13.5% | . | . |
| CCCn1c(=N)c(C(=O)NC(C)c2ccccc2)cc2c(=O)n3ccccc3nc21 (centres undefined) | . | -2.7% | . | . | -1.3% | . | . |
| CCN(CC)S(=O)(=O)c1ccc(C(=O)Nc2nc3ccc(Cl)cc3s2)cc1 | . | 0.4% | . | . | 17.7% | . | . |
| CC(Sc1nc(=O)cc(N)n1CCc1ccccc1)C(=O)Nc1ccc(Cl)cc1 (centres undefined) | . | 0.2% | . | . | ? | . | . |
| Cc1ccc(NC(=O)CSc2[nH]c(=O)ncc2C)cc1 | . | 3.0% | . | . | -19.4% | . | . |
| COCc1cc(C)nc2c1C(=O)NC(c1ccc(F)cc1)N2Cc1ccccc1 (centres undefined) | . | 1.2% | . | . | 22.6% | . | . |
| O=C(Nc1cc2ccc(O)cc2oc1=O)c1ccc(F)cc1 | . | 3.3% | . | . | . | . | . |
| CCCCCOc1ccc(C(=O)N(Cc2ccccc2)C2CCS(=O)(=O)C2)cc1 (centres undefined) | . | 3.3% | . | . | ? | . | . |
| CCOc1ccc(NC(=O)C(NS(=O)(=O)c2cccc3nsnc23)c2ccccc2)cc1 (centres undefined) | . | 11.7% | . | . | 24.3% | . | . |
| CCCCn1c(=N)c(S(=O)(=O)c2ccc(C)cc2)cc2c(=O)n3cc(C)ccc3nc21 | . | -0.4% | . | . | 20.2% | . | . |
| CCCc1nc2ccccc2n2c(-c3ccccc3)c3c(=O)n(C)c(=O)n(C)c3c12 | . | 0.7% | . | . | -2.0% | . | . |
| CCCOC(=O)c1cccc(NC(=O)c2c(-c3ccccc3Cl)noc2C)c1 | . | 2.1% | . | . | 21.9% | . | . |
| CN(C)S(=O)(=O)N(CC(=O)NCCSCc1ccccc1Cl)c1ccccc1 | . | -1.3% | . | . | 13.7% | . | . |
| CCOc1ccc(-n2nc3ccc(NC(=O)c4ccc(OC)c(Cl)c4)cc3n2)cc1 | . | -4.3% | . | . | 2.7% | . | . |
| Cc1ccc(C(=O)Nc2ccc(F)cc2)cc1S(=O)(=O)N1CCOCC1 | . | 0.6% | . | . | ? | . | . |
| CCc1ccc(OCc2nc(-c3ccc(OC)cc3)no2)c(Br)c1 | . | 0.8% | . | . | ? | . | . |
| COc1ccc(NC(=O)c2ccco2)cc1NC(=O)c1cc(Br)ccc1Cl | . | -7.1% | . | . | ? | . | . |
| O=C(Nc1ccc(Cl)cc1F)c1cc(S(=O)(=O)NC2CCCCCC2)ccc1F | . | -5.2% | . | . | ? | . | . |
| CCN(CC)S(=O)(=O)c1ccc2c(c1)N(CC(=O)NCCc1ccc(OC)c(OC)c1)C(=O)CO2 | . | -3.8% | . | . | ? | . | . |
| COc1ccc(OCc2nc(-c3ccc(-n4cccc4)cc3)no2)cc1 | . | -3.8% | . | . | 13.8% | . | . |
| CCN1CCN(c2ncnc3c2cnn3-c2cccc(C)c2)CC1 | . | -2.9% | . | . | ? | . | . |
| Cn1nc(-c2ccc(C(=O)Nc3ccc(OC(F)(F)F)cc3)cc2)c2ccccc2c1=O | . | 1.9% | . | . | -9.0% | . | . |
| COc1ccc(-c2noc(CSc3nc(N)cc(=O)[nH]3)n2)cc1OC | . | 0.2% | . | . | ? | . | . |
| CCOc1ccc(C2c3c(oc4ccc(C)cc4c3=O)C(=O)N2CCCN(C)C)cc1OC (centres undefined) | . | -3.7% | . | . | 8.1% | . | . |
| CCOC(=O)c1ccc(NC(=O)c2oc(=O)c3ccccc3c2-c2ccccc2)cc1 | . | 0.3% | . | . | -7.7% | . | . |
| O=C(NCCc1ccc(F)cc1)C(=O)NCC(c1cccs1)S(=O)(=O)c1ccccc1 (centres undefined) | . | -2.9% | . | . | -2.3% | . | . |
| Cc1ccc(-c2nnc(Nc3cccc(C(F)(F)F)c3)c3ccccc23)cc1S(=O)(=O)N1CCOCC1 | . | 3.7% | . | . | ? | . | . |
| O=C(Cn1nc(C(F)(F)F)c2c1CCCC2)Nc1ccc(Br)cc1 | . | -6.4% | . | . | 4.4% | . | . |
| COC(=O)c1ccccc1NC(=O)CSc1nc(C)c(Cl)c(C)c1C#N | . | 0.1% | . | . | ? | . | . |
| COc1ccc(Oc2nc3c(c(=O)n(C)c(=O)n3C)n2Cc2ccc(Cl)cc2Cl)cc1 | . | -5.8% | . | . | 6.7% | . | . |
| COc1ccc(N2C(N)=C(C#N)C(c3cc(CN4CCOCC4)cs3)C3=C2CCCC3=O)cc1 (centres undefined) | . | 3.8% | . | . | -24.0% | . | . |
| CCCNC(=O)C(=O)NCC(c1ccc2c(c1)OCO2)N1CCOCC1 (centres undefined) | . | 7.5% | . | . | -13.7% | . | . |
| CN(C(=O)OC(C)(C)C)c1ccc(-c2nc3ccccc3s2)cc1 | . | . | 229.1%[activator] | . | . | -5.0% | . |

Remaining list, next part
| SMILES | TSHR antag | Mito fusion yeast | S-ASM inh | Eya2 inh | Chronic BCR inh | TCR act | a7 integrin act |
| --- | --- | --- | --- | --- | --- | --- | --- |
| COc1ccc(-c2ccncc2)cc1OC | . | . | 7.3% | . | . | -4.1% | . |
| CCN(CC)CCNC(=O)CN1C(=O)CSc2ccc(S(=O)(=O)N3CCOCC3)cc21 | . | . | . | . | 2.5% | . | -6.2% |
| CCOC(=O)N1CCN(S(=O)(=O)N2CCCC(C(=O)NCc3cc(OC)ccc3OC)C2)CC1 (centres undefined) | . | . | . | . | -4.8% | . | 10.5% |
| COc1cc(CN2CC(C)OC(C)C2)cc(OC)c1 (centres undefined) | . | . | 0.8% | . | . | . | 6.0% |
| C/C(=N\Nc1cc(-c2ccccc2)nc(-c2ccc(Br)cc2)n1)c1cccc(N)c1 | . | . | -10.7% | . | . | . | -40.1% |
| Cc1cc(C(=O)N2CCN(c3ncccn3)CC2)sc1-c1ccccc1 | . | . | -6.2% | . | . | . | -10.3% |
| COc1ccc(CCNc2nc(C)cc(=O)[nH]2)cc1OC | . | . | 6.4% | . | . | . | -9.7% |
| Cc1ccc(-c2cc(-c3ccccc3)nc(N/N=C/c3cccnc3)n2)cc1 | . | . | -2.1% | . | . | . | 15.8% |
| CC(C)(C(=O)c1ccccc1)/[N+]([O-])=C/c1ccccc1F | . | . | 2.8% | . | . | . | 27.1% |
| C=CCOc1ccccc1/C=c1\sc2nc(-c3oc4ccccc4c3C)nn2c1=O | . | . | 3.3% | . | . | . | -13.6% |
| COc1ccccc1N1CCN(CCCCNS(=O)(=O)c2cccc3c(N(C)C)cccc23)CC1 | -8.0 | 18.8% | . | -5.5% | . | . | . |
| CN1C2CCC1CC(OC(=O)C(O)c1ccccc1)C2 (centres undefined) | -7.9 | -4.2% | . | -10.6% | . | . | . |
| C=CC1(C)CC(=O)C2(O)C(C)(O1)C(OC(C)=O)C(O)C1C(C)(C)CCC(O)C12C (centres undefined) | 106.6 | -7.6% | . | -1.2% | . | . | . |
| CC1CN(S(=O)(=O)c2cccc3cnccc23)CCN1 (centres undefined) | -13.9 | 2.9% | . | 5.6% | . | . | . |
| NCCCCN | -7.9 | -0.2% | . | 9.0% | . | . | . |
| Nc1ccc(CCNc2ncnc3c2ncn3C2OC(CO)C(O)C2O)cc1 (centres undefined) | -6.9 | -10.0% | . | -2.1% | . | . | . |
| Nc1ccc(-c2nc3ccc(-c4nc5ccc(N)cc5[nH]4)cc3[nH]2)cc1 | -15.4 | -83.4%[inhibitor] | . | -8.4% | . | . | . |
